Screening data (PubChem BioAssay)
Lipid storage S3: qHTS Assay for Lipid Storage Modulators in Drosophila S3 Cells | AID 2685 | Potency in µM for hits, for the others lipid storage change, negative = inhibition, % at the top dose, mostly 46.1 µM | 320,000 tested, 0.64% active | Drosophila S3 cells, BODIPY lipid droplet fluorescence, 18-24 h; cells fed with added oleic acid; active means well fitted inhibition curve with a large enough effect in the signal ratio, with a control signal flat, not every such curve was filed as active; inconclusive means small, poorly fitted or top-dose-only effect, or effect the other way, or a change in a side signal; the % refers to the signal ratio
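Laser-scanning cytometry quantifies lipid droplet accumulation (500–530 nm total intensity; droplet/cell object ratio) in oleic acid-fed (400 uM added) Drosophila S3 cells treated with a concentration series. 20 uM Triacsin C defined 100% inhibition.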
Lipid storage S3 cell count max: further read-out of Lipid storage S3, marked with its call; cell number change, %; measured here: cell count max response;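 cells counted by Cell Tracker Red CMTPX staining in the red channel; peak over a dose series mostly up to 46.1 µM; percent activity relative to internal control wells on each plate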
* marks the source's active call; other numbers are inactive results; [ ] = another dose, or the depositor's remark. On the % scale 0 is the no-effect control and ±100 the full control effect; potency means the concentration at half of the fitted maximal effect.

Start of the data: the first seven entries (preview)
Clc1ccccc1CN1CCN(CCCc2ccccc2)CC1 was read as Lipid storage S3 -2% and Lipid storage S3 cell count max -7.
`CC(=O)n1cc([C@@H]2C=C(C(=O)N3CCOCC3)O[C@H](OCCCCO)C2)c2ccccc21` gave Lipid storage S3 8% and Lipid storage S3 cell count max -3.
For CC(C)CC(=O)Nc1ccc(C(=O)CN2C(=O)NC3(CCOc4ccccc43)C2=O)cc1 (stereo not given) the results were Lipid storage S3 inconclusive.
O=C(CN1CCN(Cc2ccccc2)CC1)N1CCCCCC1 was read as Lipid storage S3 inconclusive.
`O=C(CN(C(=O)c1ccco1)c1cccc(F)c1)NCc1ccc(F)cc1` gave Lipid storage S3 inconclusive.
COc1ccc2nc(SCC(=O)NC3CC3)c(C#N)cc2c1 was read as Lipid storage S3 inconclusive.
CCOC(=O)N1CCN(C(=O)C2CCN(S(=O)(=O)c3cc(C)ccc3OC)CC2)CC1 was read as Lipid storage S3 inconclusive.

The whole of this part, from the start:
Clc1ccccc1CN1CCN(CCCc2ccccc2)CC1 was read as Lipid storage S3 -2% and Lipid storage S3 cell count max -7.
`CC(=O)n1cc([C@@H]2C=C(C(=O)N3CCOCC3)O[C@H](OCCCCO)C2)c2ccccc21` gave Lipid storage S3 8% and Lipid storage S3 cell count max -3.
For CC(C)CC(=O)Nc1ccc(C(=O)CN2C(=O)NC3(CCOc4ccccc43)C2=O)cc1 (stereo not given) the results were Lipid storage S3 inconclusive.
O=C(CN1CCN(Cc2ccccc2)CC1)N1CCCCCC1 was read as Lipid storage S3 inconclusive.
`O=C(CN(C(=O)c1ccco1)c1cccc(F)c1)NCc1ccc(F)cc1` gave Lipid storage S3 inconclusive.
COc1ccc2nc(SCC(=O)NC3CC3)c(C#N)cc2c1 was read as Lipid storage S3 inconclusive.
CCOC(=O)N1CCN(C(=O)C2CCN(S(=O)(=O)c3cc(C)ccc3OC)CC2)CC1 was read as Lipid storage S3 inconclusive.
CCN(CC)S(=O)(=O)c1ccc2[nH]c(=O)cc(C(=O)NCC3CCCO3)c2c1 (stereo not given) was read as Lipid storage S3 inconclusive.
CCOC(=O)c1ccc(NC(=O)Cn2cc3c(n2)CCC(C)C3)cc1 (stereo not given) was read as Lipid storage S3 inactive.
`Cc1cc(-c2cccnc2)c(C#N)c(SCC#N)n1` gave Lipid storage S3 8% and Lipid storage S3 cell count max -13.
For COCc1cc(C)nc(OCC(=O)N/N=C/c2ccccc2)c1C#N the results were Lipid storage S3 5% and Lipid storage S3 cell count max 2.
O=C(CSc1nc2ccccc2c(=O)n1-c1ccccc1F)NC1CCS(=O)(=O)C1 (stereo not given) was read as Lipid storage S3 1% and Lipid storage S3 cell count max -1.
Cc1ccc(NC(=O)c2ccco2)cc1C was read as Lipid storage S3 inconclusive.
`O=C(Nc1nc2ccccc2n1Cc1ccc(Cl)cc1)c1ccco1` gave Lipid storage S3 inconclusive.
Screening CCOc1cccc2cc(C(=O)NCc3ccc(C)cc3)c(=N)oc12 returned Lipid storage S3 inconclusive.
Screening COc1ccc(C2=CC3=C(Br)C(=O)C(C)(O)C(=O)C3=CO2)cc1 (stereo not given) returned Lipid storage S3 -11% and Lipid storage S3 cell count max -22.
For CCSc1nnc(NC(=O)C2C3CCC(C3)C2C(=O)O)s1 (stereo not given) the results were Lipid storage S3 19% and Lipid storage S3 cell count max 17.
For CCOc1ccc(Cl)cc1CNCCCSc1nc(C)cc(C)n1 the results were Lipid storage S3 inconclusive.
Screening Cc1ccccc1NC(=S)N(C)Cc1cn(C)c2ccccc12 returned Lipid storage S3 inconclusive.
`CCCOc1ccc(Cc2c(O)nc(SC)[nH]c2=O)cc1` gave Lipid storage S3 -1% and Lipid storage S3 cell count max 12.
Screening COc1ccccc1NC(=O)C1=C(C)Nc2nnnn2C1c1ccncc1 (stereo not given) returned Lipid storage S3 3% and Lipid storage S3 cell count max -5.
`C/C=C/c1ccc(OCC(=O)Nc2cc(S(=O)(=O)N3CCOCC3)ccc2N2CCCC2)c(OC)c1` gave Lipid storage S3 inconclusive.
`O=C1N(CCCN2C(=O)C3(OCCO3)c3ccccc32)c2ccccc2C12OCCO2` gave Lipid storage S3 inconclusive.
For Cc1cc2nc(CCN(C(=S)NCC3CCCO3)C3CCCC3)[nH]c2cc1C (stereo not given) the results were Lipid storage S3 inconclusive.
`COc1ccc(Oc2cccc(Cl)c2CNC(=O)CC(C)(C)CC(=O)O)cc1` gave Lipid storage S3 inconclusive.
Screening O=C(CNCC1CCCCC1)Nc1cccc(S(=O)(=O)N2CCOCC2)c1 returned Lipid storage S3 23%[9.22 µM] and Lipid storage S3 cell count max 25.
For COC(=O)Nc1ccc(S(=O)(=O)N2CCCCC2C(=O)NCc2ccco2)cc1 (stereo not given) the results were Lipid storage S3 inconclusive.
`CC(=O)c1coc2c1cc(O)c1ccccc12` gave Lipid storage S3 inconclusive.
Screening CCC(=O)OCCNc1cc(Sc2nc3ccccc3s2)c2nonc2c1[N+](=O)[O-] returned Lipid storage S3 inconclusive.
`O=C(CSc1nnc(N2CCCC2)n1-c1ccccc1Cl)N1CCN(c2ccccn2)CC1` gave Lipid storage S3 inconclusive.
Screening CCCC(=O)n1nc(-c2ccc(Cl)cc2)nc1SC returned Lipid storage S3 inconclusive.
Screening COc1cc(-n2c(N)c(C(=O)NCc3ccco3)c3nc4ccccc4nc32)cc(OC)c1OC returned Lipid storage S3 inconclusive.
Screening COc1ccc(N(C)S(=O)(=O)c2ccc3c(c2)CC(C)N3C(=O)C2CC2)c(OC)c1 (stereo not given) returned Lipid storage S3 inconclusive.
Cc1coc2cc3oc(=O)c(CCC(=O)NCC(=O)O)c(C)c3cc12 was read as Lipid storage S3 inconclusive.
For CN(Cc1ccccc1)C(=O)CCS(=O)(=O)c1ccc2c(c1)oc(=O)n2C the results were Lipid storage S3 inactive and Lipid storage S3 cell count max 1.
Screening CCC(CC)NC(=O)Nc1ccc(F)cc1F returned Lipid storage S3 22% and Lipid storage S3 cell count max -2.
`Cc1cc(NC(=O)CCCn2nc([N+](=O)[O-])cc2C)no1` gave Lipid storage S3 inconclusive.
CCOC(=O)c1ccc(NC(=O)COc2ccc(CNC3CCCCC3)cc2OC)cc1 was read as Lipid storage S3 1%.
`CC(C)(C)OC(=O)NCCc1nnc(SCc2c(Cl)cccc2Cl)o1` gave Lipid storage S3 inconclusive.
`Cc1ccc(NC(=O)N2CCC(NC(=O)c3cccc(F)c3)CC2)cc1` gave Lipid storage S3 inconclusive.
For Cc1c(C(=O)N(C)C2CCCCC2)sc2ncnc(N3CCN(c4ccccc4F)CC3)c12 the results were Lipid storage S3 -18% and Lipid storage S3 cell count max 21.
For Cc1cc(Nc2ccc(N3CCOCC3)cc2)c2cccc(C)c2n1 the results were Lipid storage S3 9% and Lipid storage S3 cell count max -2.
CCCCc1n[nH]c(=S)n1Cc1ccc(Cl)cc1 was read as Lipid storage S3 12% and Lipid storage S3 cell count max 6.
For O=C(N/N=C/c1c[nH]c2ccccc12)c1cccc(Cl)c1 the results were Lipid storage S3 inactive and Lipid storage S3 cell count max 19.
For CCOC(=O)CSCC(=O)Nc1cc(C)ccc1C the results were Lipid storage S3 0% and Lipid storage S3 cell count max 5.
`CC(C)(CCC(=S)N1CCOCC1)C1CCCCC1` gave Lipid storage S3 inconclusive.
For CCCCn1c(N)c(N(Cc2ccccc2OC)C(=O)CC2OC(=O)c3ccccc32)c(=O)[nH]c1=O (stereo not given) the results were Lipid storage S3 inconclusive.
COc1ccc(NC(=O)CSc2nnc(-c3ccccc3)n2Cc2ccco2)cc1OC was read as Lipid storage S3 inconclusive.
For Cc1ccc(C(=O)Nc2ccccc2C(N)=O)o1 the results were Lipid storage S3 inconclusive.
For COc1ccc(C(C#N)c2ccc(=O)[nH]n2)cc1 (stereo not given) the results were Lipid storage S3 inconclusive.
`CC1C(c2ccccc2)N(C)C(c2ccccc2)C(C)C1(O)C#Cc1ccccc1` (stereo not given) gave Lipid storage S3 inconclusive.
CC1CC(=O)Nc2ccccc2N1S(=O)(=O)c1cccc(Cl)c1 (stereo not given) was read as Lipid storage S3 0% and Lipid storage S3 cell count max -4.
Screening C=CCSc1nnc(-c2c[nH]c3ccccc23)n1CCOC returned Lipid storage S3 inconclusive.
`O=C(Nc1ccc(Cl)cc1)[C@@H]1[C@@H]2C(=O)N(c3ccc4ccccc4c3)C(=O)[C@@H]2[C@H]2C=CC=NN21` gave Lipid storage S3 inconclusive.
CCCOc1cccc(C2/C(=C(/O)c3ccccc3)C(=O)C(=O)N2CCN(C)C)c1 (stereo not given) was read as Lipid storage S3 inconclusive.
CN(C)c1ccc(CNCCC(Cc2ccccc2)c2ccco2)cc1 (stereo not given) was read as Lipid storage S3 inconclusive.
`CCN(CC)c1ccc(N=CN2CCOCC2)cc1` gave Lipid storage S3 inactive.
Screening COc1ccc(NC(=O)c2cncc(Br)c2)cc1S(=O)(=O)N1CCCCC1 returned Lipid storage S3 inconclusive.
Nc1cc([N+](=O)[O-])ccc1O was read as Lipid storage S3 9.2µM* and Lipid storage S3 cell count max -17*.
For CC(NC(=O)CN1CCc2ccccc21)c1ccccc1 (stereo not given) the results were Lipid storage S3 -7% and Lipid storage S3 cell count max -12.
O=C(NN=C1CCCC1)c1ccc([N+](=O)[O-])cc1 was read as Lipid storage S3 1% and Lipid storage S3 cell count max -10.
`CN(C)S(=O)(=O)c1ccc2oc(SCC(N)=O)nc2c1` gave Lipid storage S3 inconclusive.
For COc1c(Br)cc2c(C)c(C(=O)N3CCOCC3)oc2c1Br the results were Lipid storage S3 inconclusive.
O=C(CSc1nn(-c2ccc(F)cc2)c(=S)s1)NCC1CCCO1 (stereo not given) was read as Lipid storage S3 inconclusive.
Screening CCC(C)N1C(=O)c2ccccc2C1C(=O)NC1CCCCCC1 (stereo not given) returned Lipid storage S3 inconclusive.
`O=C(Nc1cccc(F)c1)Nc1ccc(Cl)cn1` gave Lipid storage S3 inconclusive.
Screening O=S(=O)(Nc1ccc(Cl)cc1)c1cccc2cccnc12 returned Lipid storage S3 inconclusive.
Screening COCCNC(=O)C(C(=O)c1ccc(F)cc1)n1cc(C)ccc1=O (stereo not given) returned Lipid storage S3 inconclusive.
Screening COc1ccc2oc(=O)c(N3C(=O)c4ccccc4C3=O)cc2c1 returned Lipid storage S3 -5% and Lipid storage S3 cell count max -12.
Cc1c(C(=O)NC2CCOC2)oc2c(F)cccc12 (stereo not given) was read as Lipid storage S3 inconclusive.
Cc1cc(/C=N/NC(=O)Cn2c3ccccc3c(=O)c3ccccc32)c(C)n1-c1ccccc1 was read as Lipid storage S3 -20% and Lipid storage S3 cell count max 6.
`CCOc1ccc(NC(=O)CC2NCCNC2=O)cc1` (stereo not given) gave Lipid storage S3 16% and Lipid storage S3 cell count max 1.
For CCOc1ccc(-n2c(SCC(=O)Nc3ccc(C(=O)O)cc3)nc3ccccc3c2=O)cc1 the results were Lipid storage S3 1% and Lipid storage S3 cell count max 12.
For Cn1c(SCc2cccc(F)c2)nnc1-c1ccccn1 the results were Lipid storage S3 inconclusive.
`Brc1ccc(-c2nnc(Cc3ccccc3)o2)cc1` gave Lipid storage S3 inconclusive.
COc1ccc(OC)c(CN2CCN(CC(=O)Nc3ccccc3C(=O)NC3CC3)CC2)c1 was read as Lipid storage S3 inconclusive.
Screening N#CC(C#N)=CNc1cccnc1 returned Lipid storage S3 -15% and Lipid storage S3 cell count max -9.
For CCC(=O)N1N=C(c2cccc(NS(C)(=O)=O)c2)CC1c1cccs1 (stereo not given) the results were Lipid storage S3 inconclusive.
Cc1ccc(NC(=O)c2sccc2-n2cccc2)c(C)c1 was read as Lipid storage S3 inconclusive.
For COc1ccc2c(CC(=O)N(C)CC3COc4ccccc4O3)coc2c1 (stereo not given) the results were Lipid storage S3 inactive and Lipid storage S3 cell count max 23.
Cc1c(C(=O)N2CCCC2)sc(NC(=O)c2ccccc2)c1C#N was read as Lipid storage S3 -3% and Lipid storage S3 cell count max 4.
C=CCc1cccc(CNc2nc3ccccc3n2CCN2CCOCC2)c1O was read as Lipid storage S3 inconclusive.
COc1cccc(Cn2nc(C(=O)O)c3ccccc3c2=O)c1 was read as Lipid storage S3 8% and Lipid storage S3 cell count max 12.
Screening CCn1nnc(NC(=O)c2cc(Cl)c(OC)c(Cl)c2)n1 returned Lipid storage S3 15% and Lipid storage S3 cell count max -1.
Screening O=C(CN1CCN(S(=O)(=O)N2CCCCCC2)CC1)Nc1ccc(F)cc1 returned Lipid storage S3 inactive and Lipid storage S3 cell count max 9.
C=CCn1c(SCC(=O)Nc2ccc(N3CCOCC3)cc2)nnc1-c1ccco1 was read as Lipid storage S3 inconclusive.
`COc1ccc(-c2nc3n(n2)C(c2ccncc2)C(C(N)=O)=C(C)N3)cc1` (stereo not given) gave Lipid storage S3 0% and Lipid storage S3 cell count max 11.
CCOC(=O)c1ccc(N2C(=O)CC(N3CCOCC3)C2=O)cc1 (stereo not given) was read as Lipid storage S3 inconclusive.
For O=C(CSc1nnc(COc2ccccc2Cl)o1)NC(=O)NCc1ccco1 the results were Lipid storage S3 4% and Lipid storage S3 cell count max 22.
Screening CCOC(=O)N1CCN(C(=O)CCCCCn2c(=S)[nH]c3ccsc3c2=O)CC1 returned Lipid storage S3 14% and Lipid storage S3 cell count max 6.
For O=C1c2ccccc2NC2(CCCC2)N1NS(=O)(=O)c1ccccc1 the results were Lipid storage S3 -2% and Lipid storage S3 cell count max -8.
COc1cccc(C(=O)Nc2cccc3c2ccc2cccn23)c1 was read as Lipid storage S3 14%.
c1ccc2c3c(cc(N4CCOCC4)c2c1)OC1(N2CCOCC2)CCCCC1O3 (stereo not given) was read as Lipid storage S3 inconclusive.

Some of the compounds tested; the hit share may differ from the screen's.
